# Source: PubChem
# GAA glycogen mod – qHTS Assay for Inhibitors and Activators of Human alpha-Glucosidase Cleavage of Glycogen. Lysosomal alpha-glucosidase (Homo sapiens), P10253. recombinant GAA, glycogen substrate, Amplex Red glucose oxidase fluorescence. Potency, µM (doses to about 76.4 µM), for the others: top-dose activity change, negative = inhibition, usual class: inhibitors. hit rate 0.38% among 300,000. AID 2100, 2009;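 further: potency means the concentration at half of the fitted maximal effect; 0% = full enzyme reaction and -100% = no-enzyme basal signal; the screen sought inhibitors and activators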
#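 Natural-substrate format: glycogen cleavage by 4 nM human enzyme, glucose read by Amplex Red coupling (Ex 573, Em 610 nm). Normalized to enzyme and no-enzyme controls.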
# CBFb-RUNX1 inh – qHTS Assay for Compounds Blocking the Interaction Between CBF-beta and RUNX1 for the Treatment of Acute Myeloid Leukemia. Runt-related transcription factor 1 (Homo sapiens) + Core-binding factor subunit beta …. Potency, µM (top dose mostly 59.8 µM), for the others: at the top dose activity, negative = inhibition, hits mostly inhibitors. AID 1477, 2009. 230,000 tested, under 10 active. AlphaScreen CBFb-His/RUNX1-biotin binding, biochemical; further: % of control where 0% means no effect
# Target sequence (Q01196 whole entry, looked up): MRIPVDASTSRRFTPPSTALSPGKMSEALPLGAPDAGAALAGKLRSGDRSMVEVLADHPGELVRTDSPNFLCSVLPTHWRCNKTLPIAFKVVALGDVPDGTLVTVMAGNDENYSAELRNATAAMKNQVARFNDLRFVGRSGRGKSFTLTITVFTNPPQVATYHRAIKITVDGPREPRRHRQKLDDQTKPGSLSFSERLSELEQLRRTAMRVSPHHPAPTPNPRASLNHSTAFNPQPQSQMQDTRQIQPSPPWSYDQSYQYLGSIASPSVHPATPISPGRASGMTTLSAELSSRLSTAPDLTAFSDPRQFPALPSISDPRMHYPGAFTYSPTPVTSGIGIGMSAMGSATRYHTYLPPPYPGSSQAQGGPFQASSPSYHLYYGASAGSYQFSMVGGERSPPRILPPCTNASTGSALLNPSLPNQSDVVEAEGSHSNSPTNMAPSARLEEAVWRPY
# Target sequence (Q13951 whole entry, looked up): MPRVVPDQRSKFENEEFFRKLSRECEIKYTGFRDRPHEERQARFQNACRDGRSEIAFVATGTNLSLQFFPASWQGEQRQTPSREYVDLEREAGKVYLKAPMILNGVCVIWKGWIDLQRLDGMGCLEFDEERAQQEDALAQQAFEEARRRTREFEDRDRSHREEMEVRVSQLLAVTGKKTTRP
#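 Bead-based AlphaScreen assay; binding partners His-tagged CBF-beta and biotinylated RUNX1 at 30 nM each. Compound exposure 15 min after a 20-min protein preincubation; bead step 90 min; all steps at room temperature.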
# GAA inh – qHTS Assay for Inhibitors of Human alpha-Glucosidase as a Potential Chaperone Treatment of Pompe Disease; Potency, µM (doses to about 76.9 µM), for the others: at the highest dose activity change, negative = inhibition, actives largely listed as inhibitors; hit rate 0.005% among 200,000; AID 1466, 2008; purified human GAA, 4-MU-alpha-glucoside fluorescence;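 further: potency means the concentration at half of the fitted maximal effect; plate controls were uninhibited enzyme wells for no effect and no-enzyme background for full effect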
#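 Activity normalized between no-enzyme (basal) and enzyme-only wells. Conditions: 4 nM human enzyme, 400 uM fluorogenic substrate, citrate/phosphate pH 5.0 with Tween-20, 20 min room temperature, compounds up to 77 uM.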
# aGlu spleen mod – qHTS Assay for Inhibitors and Activators of Human alpha-Glucosidase From Spleen Homogenate | AID 2112, 2009 | hit rate 0.006% among 240,000 | human spleen homogenate, 4-MU-alpha-glucoside fluorescence | Lysosomal alpha-glucosidase (Homo sapiens), P10253 | Potency, µM (top dose mostly 79.9 µM), for inactives: top-dose activity change, negative = inhibition, hits mostly inhibitors;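 further: potency means the concentration at half of the fitted maximal effect; 0% = enzyme with vehicle and -100% = no enzyme basal signal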
#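 AC50 values come from Hill-equation fits of concentration-response data, normalized to no-enzyme and full-activity controls. Enzyme source: 1 ug human spleen homogenate; 1 mM fluorogenic 4-MU glucoside, pH 5.0 citrate buffer, 37 C, 40 min.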
# HTT ATP protect – qHTS Multiplex Assay to Identify Dual Action Probes in a Cell Model of Huntington: Cytoprotection (ATP) | Potency, µM (doses to about 56.4 µM), without a hit: cytoprotection (ATP increase), actives largely listed as activators | PC12 HTT-Q103 induced, cytoprotection, ATP luminescence, 40 h | hit rate 0.14% among 230,000;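 further: potency means the concentration at half of the fitted maximal effect; % of control where 0% means no effect; nearly all actives have a fitted effect of over 45% in size; toxic huntingtin expression switched on by the ecdysone agonist tebufenozide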
#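 Cells were plated at 1500 per well in phenol red-free DMEM with 5% equine and 5% calf serum. Tebufenozide (100 nM final) and compounds were added, then ATPlite reagent, and luminescence was read.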
# LMNA splice mod – qHTS Assay for Modulators of Lamin A Splicing; AID 1487, 2009; hit rate 0.01% among 200,000; HeLa LMNA splicing GFP/RFP minigene ratio, 48 h; Potency, µM (highest dose often 46.1 µM), without a hit: at the highest dose ratio change, negative = inhibition, hits mostly inhibitors; active means well fitted inhibition curve with a large enough effect in the signal ratio, with a control signal flat, not every such curve was filed as active; inconclusive means small, poorly fitted or top-dose-only effect, or effect the other way, or a change in a side signal; the % refers to the signal ratio; further: potency means the concentration at half of the fitted maximal effect; on the % scale 0 is the no-effect control and ±100 the full control effect
#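 S3 HeLa stable clones carrying a lamin A-EGFP splicing minigene plus DsRed2 were seeded at 600 cells/well in Opti-MEM with 2% FBS, pin-dosed and incubated 48 h at 37°C. Acumen cytometry (488 nm) gave the GFP/RFP total-intensity ratio.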
# HTT aggregate – qHTS Multiplex Assay to Identify Dual Action Probes in a Cell Model of Huntington: Aggregate Formation (GFP); PC12 HttQ103-GFP aggregates, Acumen cytometry, 40 h; Potency, µM (series often up to 46.1 µM), inactives show at the highest dose activity change, negative = inhibition, actives largely listed as inhibitors; hit rate 1.1% among 220,000; further: potency means the concentration at half of the fitted maximal effect; on the % scale 0 is the no-effect control and ±100 the full control effect; nearly all actives have a fitted effect of over 60% in size
#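 PC12/HTTQ103-GFP, ecdysone-inducible; teb 100 nM; cpd qHTS titration; GFP aggregates read on laser cytometer, Ex 488/Em 500-530 nm.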
# * = called active by the depositor; u = inconclusive; x = not tested or not shown; [ ] = remark or other dose. Unless noted, the call rests on the fitted dose curve; in most records, active means well fitted curve in the direction sought with a large enough effect; inconclusive means small, poorly fitted or top-dose-only effect, or another doubt; inactive means no such curve, though single readings can be large; an effect the other way counts as inactive or inconclusive.
SMILES,GAA glycogen mod,CBFb-RUNX1 inh,GAA inh,aGlu spleen mod,HTT ATP protect,LMNA splice mod,HTT aggregate
C/C(=N\Nc1ccc(F)cc1F)c1ccc(Br)s1,-13%,2%,u,5%,u,-3%[46 µM],-17%
O=S1(=O)CCC(NC(=S)N2CCCCCC2)C1 (centres undefined),8%,-5%,7%,-5%,11%[10 µM],-10%,4%
Cn1c(SCC(=O)O)nc2ccccc2c1=O,-11%,2%,1%,4%,-2%[10 µM],8%,-6%
Cc1c(C(=O)OC2CCCC2C)[nH]c2c1C(=O)CCC2 (centres undefined),1%,19%,2%,-5%,-16%,u,u
Cc1ccc(C)c(NC(=O)CSc2nnc(-c3ccccc3C)o2)c1,2%,4%,-8%,1%,-16%,5%,-5%
CC(=O)OCC1OC(Oc2cc(OC(C)=O)c3c(=O)cc(-c4ccc(OC(C)=O)c(OC(C)=O)c4)oc3c2)C(OC(C)=O)C(OC(C)=O)C1OC(C)=O (centres undefined),x,-8%[21.7 µM],x,0%,13%[1.9 µM],x,x
Cc1ccc2c(c1)cc(CN(Cc1cccnc1)C(=O)NCc1ccccc1)c1nnnn12,2%,7%,u,-11%,17%[10 µM],-9%,3%
O=C(Nc1ccc2oc(-c3ccccc3)nc2c1)c1ccccc1F,7%,0%,-1%,0%,8%[10 µM],0%,-6%
CCOC(=O)c1c(NC(=O)CN2C(=O)CN(C)C2=O)sc(C)c1C,2%,6%,-7%,-3%,0%,14%[9.22 µM],-3%
Cc1ccc(-n2c(Cc3ccccc3)n[nH]c2=S)c(C)c1,-7%,1%,0%,10%,-87%[inhibitor],0%[46 µM],16%
COc1cc(C(=O)OCC(=O)N2CCCCC2C)cc(NC(=O)c2cccs2)c1OC (centres undefined),-8%,12%,u,-2%,-56%[inhibitor],u,u
CC(C)(C)OC(=O)CNC(=O)c1[nH]cnc1C(=O)Nc1ccc(Cl)cc1,-5%,14%,x,2%,13%[10 µM],x,-9%[9.22 µM]
COc1ccc(-n2c(N)c(Br)c(=O)[nH]c2=O)cc1,3%,7%,-5%,-4%,-9%,11%,-4%
CCN(CC)S(=O)(=O)c1ccc2nc(CSc3nnnn3-c3ccc(O)cc3)[nH]c2c1,-3%,15%,u,10%,-2%,6%,4%
C[C@H](O)C(=O)Nc1c(I)c(C(=O)NC(CO)CO)c(I)c(C(=O)NC(CO)CO)c1I,x,-4%[21.7 µM],x,8%[29.1 µM],u,u,23%[20.6 µM]
COc1cc2c(cc1OC)CN(C(=O)c1cccc([N+](=O)[O-])c1)CC2,0%,7%,x,-5%,-21%[10 µM],x,22%[9.22 µM]
CCN(CC)S(=O)(=O)c1cccc(-c2cn3cccnc3n2)c1,-6%,-15%,u,-1%,1%[10 µM],x,-2%[9.22 µM]
Cc1ccnc(SCC(=O)N2CCc3ccccc3C2)n1,-19%,1%,x,0%,-31%[10 µM],0%[46 µM],0%[9.22 µM]
Cc1ccc(-c2csc3nc(=O)c(C)nn23)cc1,-13%,12%,-11%,2%,-17%[10 µM],8%,-2%
Cc1ccc(NC(=O)CN(c2cc(C)cc(C)c2)S(=O)(=O)c2c(C)noc2C)nc1,-3%,-4%,0%[15.4 µM],-18%,13%,-1%,u
COc1ccc(NC(=S)N2CCC(c3nc4ccc(Cl)cc4[nH]3)CC2)c(OC)c1,u,3%,-10%,-2%,1%,13%,1%
O=C(CSc1nc(CCC2CCCC2)nc2ccccc12)NCc1ccc2c(c1)OCO2,6%,7%,-4%,-3%,-13%[10 µM],-2%,20%
COc1ccccc1NC(=O)C[n+]1ccccc1,6%,-1%,u,-1%,34%[10 µM],8%[46 µM],33%[9.22 µM]
Cc1cc(C)c(NC(=O)CSc2nnc(SCC(=O)Nc3c(C)cc(C)cc3C)n2N)c(C)c1,11%,4%,-4%,-1%,-15%,0%,-8%[9.22 µM]
Cc1ccc2nc(-c3ccncc3)cc(C(=O)Nc3ccc(OC(F)F)cc3)c2c1,14%,1%,-3%,-6%,38%[10 µM],3%[46 µM],9%[9.22 µM]
COc1ccc(/C=C2/C(=N)N3C(=NC2=O)Sc2cc(S(C)(=O)=O)ccc23)cc1OC,2%,13%,x,7%,-37%[10 µM],x,-43%[9.22 µM]
CC(OC(=O)c1ccc(-c2ccc([N+](=O)[O-])cc2)o1)C(=O)NC(N)=O (centres undefined),6%,19%,x,-2%,11%[10 µM],x,-2%[9.22 µM]
Cc1c2cnn(CC(=O)O)c(=O)c2c(C)n1Cc1ccccc1,-10%,-2%,-3%,2%,-4%,-3%,1%
O=C(CN1N=C(c2ccccc2)CCC1=O)NCCCN1CCc2ccccc2C1,1%,2%,-4%,4%,-5%[10 µM],-1%,-5%
CNCCOc1ccccc1-c1ccccc1,9%,0%,-4%,-4%,2%,-11%,-19%

# Some of these compounds in order of SMILES length, lowest first.
SMILES,GAA glycogen mod,CBFb-RUNX1 inh,GAA inh,aGlu spleen mod,HTT ATP protect,LMNA splice mod,HTT aggregate
CNCCOc1ccccc1-c1ccccc1,9%,0%,-4%,-4%,2%,-11%,-19%
COc1ccccc1NC(=O)C[n+]1ccccc1,6%,-1%,u,-1%,34%[10 µM],8%[46 µM],33%[9.22 µM]
Cc1ccc(-c2csc3nc(=O)c(C)nn23)cc1,-13%,12%,-11%,2%,-17%[10 µM],8%,-2%
Cc1c2cnn(CC(=O)O)c(=O)c2c(C)n1Cc1ccccc1,-10%,-2%,-3%,2%,-4%,-3%,1%
CCN(CC)S(=O)(=O)c1cccc(-c2cn3cccnc3n2)c1,-6%,-15%,u,-1%,1%[10 µM],x,-2%[9.22 µM]
O=C(CN1N=C(c2ccccc2)CCC1=O)NCCCN1CCc2ccccc2C1,1%,2%,-4%,4%,-5%[10 µM],-1%,-5%
COc1cc2c(cc1OC)CN(C(=O)c1cccc([N+](=O)[O-])c1)CC2,0%,7%,x,-5%,-21%[10 µM],x,22%[9.22 µM]
Cc1ccc2nc(-c3ccncc3)cc(C(=O)Nc3ccc(OC(F)F)cc3)c2c1,14%,1%,-3%,-6%,38%[10 µM],3%[46 µM],9%[9.22 µM]
COc1ccc(NC(=S)N2CCC(c3nc4ccc(Cl)cc4[nH]3)CC2)c(OC)c1,u,3%,-10%,-2%,1%,13%,1%
CC(OC(=O)c1ccc(-c2ccc([N+](=O)[O-])cc2)o1)C(=O)NC(N)=O (centres undefined),6%,19%,x,-2%,11%[10 µM],x,-2%[9.22 µM]
Cc1ccc(NC(=O)CN(c2cc(C)cc(C)c2)S(=O)(=O)c2c(C)noc2C)nc1,-3%,-4%,0%[15.4 µM],-18%,13%,-1%,u
Cc1cc(C)c(NC(=O)CSc2nnc(SCC(=O)Nc3c(C)cc(C)cc3C)n2N)c(C)c1,11%,4%,-4%,-1%,-15%,0%,-8%[9.22 µM]
C[C@H](O)C(=O)Nc1c(I)c(C(=O)NC(CO)CO)c(I)c(C(=O)NC(CO)CO)c1I,x,-4%[21.7 µM],x,8%[29.1 µM],u,u,23%[20.6 µM]

# (listing goes on)
SMILES,GAA glycogen mod,CBFb-RUNX1 inh,GAA inh,aGlu spleen mod,HTT ATP protect,LMNA splice mod,HTT aggregate
COc1ccccc1N1CC(C)(C)C(=O)N(C(=O)c2ccc(C)cc2)C1=S,0%,-3%,x,3%,24%[10 µM],x,5%[9.22 µM]
O=C(O)c1ccc(NC(=O)C2(c3ccccc3)CCOCC2)cc1,0%,2%,-2%,-11%,-4%[0.074 µM],-3%,15%
CC1CN(Cc2nc3c(c(=O)n(C)c(=O)n3C)n2CCCO)CC(C)O1 (centres undefined),6%,0%,-5%,0%,-21%[0.074 µM],-5%,-8%[9.22 µM]
COC(=O)c1ccc(OC(=O)c2cccs2)cc1,-9%,-12%,-1%,9%,17%,4%[46 µM],5%
CCOc1ccc(NS(=O)(=O)c2ccc(C)c(C(=O)NCCCn3ccnc3)c2)cc1,5%,4%,10%,-4%,-2%,-7%[46 µM],7%
Cc1ccc(NC(=O)CN(C)C2CCCCC2)cc1Br,14%,-5%,-13%,0%,1%[10 µM],x,3%[9.22 µM]
COc1ccc(NC(=O)Cn2c(=O)c(C)nc3ccccc32)cc1Cl,2%,0%,-2%[15.4 µM],-4%,9%[10 µM],x,10%[9.22 µM]
Cn1ccsc1=NC(=O)c1ccc(Cl)cc1,-10%,15%,10%,6%,-65%[inhibitor],u,-12%[9.22 µM]
O=C1NC(=O)/C(=C\c2cn(Cc3ccccc3F)c3ccccc23)N1,7%,-5%,-4%,2%,-16%,x,-14%
CCOc1ccccc1NC(=O)CN(Cc1ccccc1)S(C)(=O)=O,-1%,8%,11%,2%,-2%[10 µM],-2%,-17%
Cc1noc(C)c1-c1cc(N2CCN(C)CC2)ncn1,x,x,x,2%,-24%,-7%,x
CCN(CC)C(=O)CSc1nc(O)cc(=O)n1-c1ccccc1OC,1%,3%,3%,-14%,-6%,7%,22%
CNc1cc(C(F)(F)F)nc(-c2ccccn2)n1,8%,1%,-1%,-4%,-16%[10 µM],-11%,-7%
O=S(=O)(Nc1ccc(-c2cn3c(n2)SCC3)cc1)c1cccs1,-12%,-1%,1%,-4%,-51%[inhibitor],x,-21%
CCCc1nnc(SCC(=O)N2CCCCC2)n1CCCOC,6%,3%,1%,-1%,-4%,10%,4%

# The order is random. About 1.5% of those tested had a hit in this group.
